# Assay outcomes (PubChem BioAssay)
# hcDAF12 agonist – activators of H. contortus DAF-12 nuclear receptor; HEK293 hcDAF-12 lit1-tk-luc reporter, luminescence; 0% DMSO, 100% Δ7-dafachronic acid; 1.4% of 370,000 active; AID 652067; activation, % at 6.8 µM;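 active = activation above the mean of all tested compounds plus 3 SD, cut at about 5.5% in these data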;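 note: 100% = response to 3 µM Δ7-dafachronic acid high control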
# NR1D1 modulator – Rev-erb alpha (human) modulation. P20393. Rev-erbα–FITC-DNA binding, fluorescence polarization, 90 min. activity, % at 10 µM. 0.79% of 370,000 active;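 active = activity above about 14%, limit read from the data; passing the limit was not always enough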;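 note: 0% = DMSO wells with 35 nM protein and 100% = DMSO wells with 750 nM protein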
# HGIII-sPLA2 inh – Blocks human group III sPLA2 activity; AID 743126; Q9NZ20; 0.56% of 370,000 active; inhibition, % at 12.2 µM; QFRET BODIPY PC-A2 liposome hydrolysis, fluorescence;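 active = inhibition above mean plus 3 SD of compounds lying within the high and low control bounds, cut at about 19% in these data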;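 note: 0% = median of test compound wells and 100% = no enzyme DMSO wells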
# ssDAF12 agonist – activates DAF-12 receptor from parasite S. stercoralis; HEK293 ssDAF-12/GRIP1 lit1-tk-luc reporter, luminescence; % of 3 µM dafachronic acid response; activation, % at 6.8 µM; 1% of 370,000 active;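 active = activation above the mean over all tested compounds plus 3 SD, cut at about 0.9% in these data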;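 note: 0% = DMSO-only wells and 100% = 3 µM delta7-dafachronic acid wells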
# SMARCA2 act – SMARCA2 function activation, primary screen. activation, % at 9.1 µM. 1% of 370,000 active. MG213 cells, MMTV-luciferase reporter, dexamethasone, overnight. AID 652017; in the data active = activation above about 7.8%;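 note: 0% = vehicle wells and 100% = reference activator wells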
# PG9 binder – binds the HIV-1 gp120 antibody PG9 | TR-FRET gp120-PG9 antibody binding | inhibition, % at 6.7 µM | 0.43% of 360,000 active | AID 624416; in the data active = inhibition above about 8.5%
# GAA850 FXN act – activators of GAA850 frataxin (FXN) promoter. HEK293 lucGAA850 FXN promoter luciferase reporter, 24 h; percent of 10 µM SAHA response. activation, % at 6 µM. 0.56% of 360,000 active. AID 540364;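 active = activation above the average of all compounds screened plus 3 SD, cutoff fixed separately per campaign, cut at about 7.5% in these data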;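 note: 0% = DMSO wells and 100% = 10 µM SAHA wells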
# PLC-beta3 inh – inhibitors of human phospholipase C beta3; Q01970; Purified PLC-beta3, fluorogenic substrate, fluorescence; inhibition, % at 12.2 µM; 0.18% of 370,000 active; AID 720704; in the data active = inhibition above about 11%;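 note: 0% = median of compound wells on plate and 100% = full blocker control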
# Target sequence (Q01970 whole entry, looked up): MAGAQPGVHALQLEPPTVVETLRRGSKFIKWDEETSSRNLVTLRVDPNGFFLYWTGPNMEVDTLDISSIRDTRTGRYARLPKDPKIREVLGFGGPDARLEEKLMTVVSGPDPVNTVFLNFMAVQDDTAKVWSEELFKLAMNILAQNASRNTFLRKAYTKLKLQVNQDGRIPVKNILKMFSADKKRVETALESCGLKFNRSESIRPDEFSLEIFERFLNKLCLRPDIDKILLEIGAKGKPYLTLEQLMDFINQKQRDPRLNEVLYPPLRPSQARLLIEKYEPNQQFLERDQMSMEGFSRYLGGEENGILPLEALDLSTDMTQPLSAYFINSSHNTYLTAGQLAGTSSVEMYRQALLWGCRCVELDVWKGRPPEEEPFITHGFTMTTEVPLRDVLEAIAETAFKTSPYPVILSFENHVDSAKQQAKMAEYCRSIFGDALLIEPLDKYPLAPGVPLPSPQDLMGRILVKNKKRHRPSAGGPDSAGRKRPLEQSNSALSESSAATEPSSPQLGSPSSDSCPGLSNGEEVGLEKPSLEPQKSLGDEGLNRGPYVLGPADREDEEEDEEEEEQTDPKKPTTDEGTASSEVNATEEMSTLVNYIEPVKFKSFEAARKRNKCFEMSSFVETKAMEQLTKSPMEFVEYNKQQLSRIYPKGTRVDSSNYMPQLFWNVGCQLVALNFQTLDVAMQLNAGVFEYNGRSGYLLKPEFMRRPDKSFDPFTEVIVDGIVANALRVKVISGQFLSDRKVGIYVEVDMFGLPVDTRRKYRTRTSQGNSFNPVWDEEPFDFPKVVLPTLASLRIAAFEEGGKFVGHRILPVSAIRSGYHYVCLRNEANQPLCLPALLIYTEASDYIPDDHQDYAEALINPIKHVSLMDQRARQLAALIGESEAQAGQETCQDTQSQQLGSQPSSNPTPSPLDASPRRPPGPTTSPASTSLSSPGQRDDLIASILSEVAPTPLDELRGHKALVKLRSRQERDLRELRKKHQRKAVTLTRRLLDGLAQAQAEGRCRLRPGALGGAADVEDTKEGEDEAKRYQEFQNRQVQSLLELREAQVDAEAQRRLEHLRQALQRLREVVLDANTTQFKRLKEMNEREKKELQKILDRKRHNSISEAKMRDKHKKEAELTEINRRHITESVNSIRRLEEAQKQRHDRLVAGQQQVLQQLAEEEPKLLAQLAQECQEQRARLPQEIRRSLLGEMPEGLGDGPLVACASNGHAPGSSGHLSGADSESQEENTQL
# DAX1 inh-1 – inhibitors of DAX1 repression of SF-1 activated StAR promoter; AID 652010; 1.1% of 370,000 active; inhibition, % at 6.8 µM; HEK293T StAR-luciferase reporter, SF-1/DAX-1 repression relief;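 active = inhibition above the mean over all tested compounds plus 3 SD, cut at about 3.6% in these data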;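 note: 0% = DAX-1 cells with DMSO and 100% = cells lacking DAX-1 with DMSO; higher inhibition means more luminescence from relief of DAX-1 repression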
# hgDAF-12 ag – activates the H. glycines DAF-12 receptor ligand-binding domain | activation, % at 6.8 µM | HEK293 GAL4-hgDAF12 UAS-luciferase reporter, agonist luminescence; normalized to butyrate control | 1.8% of 370,000 active;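 active = activation above a cutoff set at the mean of all screened compounds plus 3 SD, cut at about 10% in these data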;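 note: 0% = DMSO wells and 100% = sodium butyrate wells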
# DAX1 inh-2 – inhibits human nuclear receptor DAX1; HEK293 Gal4-DAX1 luciferase reporter, luminescence; 0.99% of 340,000 active; AID 504766; inhibition, % at 6.75 µM;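 active = inhibition above the mean over all tested compounds plus 3 SD, cut at about 4.2% in these data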;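 note: 0% = DAX1-transfected cells with DMSO and 100% = empty-vector control cells with DMSO; inhibition shows as a rise in luminescence from relieved DAX1 repression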
# Active calls of the source: *; . = not tested or not shown.
SMILES,hcDAF12 agonist,NR1D1 modulator,HGIII-sPLA2 inh,ssDAF12 agonist,SMARCA2 act,PG9 binder,GAA850 FXN act,PLC-beta3 inh,DAX1 inh-1,hgDAF-12 ag,DAX1 inh-2
COc1ccccc1N1C(=O)c2cccc3c(Cl)ccc(c23)C1=O,0.8,5,6,-1.6,-3,0.9,1.2,-6,0.0,-2.1,-0.2
CCCN1C(=O)c2[nH]nc(-c3ccccc3)c2C1c1ccccc1 (stereo not drawn),-1.3,10,9,-1.1,-2,-1.0,.,-5,-1.2,-0.4,.
Cc1nc2ccccc2c2c(N)c3ccccc3n12,0.7,-8,-5,-1.2,-1,-10,-1.0,-60,-1.8,-2.9,1.0
CC(=O)c1ccc(OCC(=O)c2cc(C)n(-c3ccc4c(c3)OCO4)c2C)cc1,-1.3,1,7,-1.7,-3,-0.7,-0.4,1,-0.2,-1.3,-1.5
Nc1ccnn1-c1ccccc1,0.9,-2,7,-0.3,2,-1.0,1.6,-1,-0.1,4.5,1.1
CC(=O)c1ccc(OCc2cc(C(=O)N3CC4C[C@@H]5CC3C[C@H](C4)C5)no2)cc1,0.9,0,-10,-0.3,1,0.6,4.5,-12,1.8,6.0,2.4
Cc1nc2nc(COc3ccccc3)[nH]n2c(=O)c1Cl,0.4,2,2,-0.4,-3,-0.6,-1.8,0,-0.1,2.2,-1.0
O=C(Oc1nsnc1N1CCOCC1)c1ccccc1,5.3,5,-4,-0.8,-2,-1.8,-2.3,7,0.4,-1.3,3.8
O=C(Cn1ccc2ccccc2c1=O)NCC(=O)N1CCN(c2ccc(F)cc2)CC1,0.2,4,2,-1.3,1,-0.1,-1.2,-4,-0.3,1.0,-0.5
CC1(C)Cc2cccc(OCC(=O)Nc3ccccc3C(F)(F)F)c2O1,-1.1,-3,0,-1.5,-1,-2.3,0.7,-8,-0.2,-1.8,-0.9
COc1cc(/C=C2\SC(N)=NC2=O)ccc1OCC(=O)Nc1ccc(C)cc1,-3.1,-11,-9,-1.8,0,-1.8,-1.4,-79,-1.0,-0.2,1.7
Cc1ccc(S(=O)(=O)N(CC(=O)NCC2CCCO2)Cc2cccc(C)c2)cc1 (stereo not drawn),-2.1,4,-4,-1.1,-2,-3.7,2.0,-4,-0.9,-0.4,0.0
CCc1nc2ccccc2n1Cc1cc(=O)n2cc(C)ccc2n1,1.1,-2,8,-0.4,3,-3.0,-0.2,-106,-0.4,-0.8,-0.2
Cc1nnc(NC(=O)c2ccc(S(=O)(=O)N3CCCCC3C)cc2)o1 (stereo not drawn),3.9,-7,-4,0.8,-4,-2.4,2.8,-4,2.2,2.9,0.5
CC(C)c1ccc(NC(=S)N(C)CCc2ccccn2)cc1,-0.1,-2,7,-0.4,-2,-0.4,3.1,-7,0.1,3.1,1.4
O=C(O)CCN1C(=O)C2C3CC(C2C1=O)C1C(c2ccccc2)c2sc(=O)n(-c4ccccc4)c2SC31 (stereo not drawn),0.1,1,-17,-0.6,-2,-1.8,1.0,2,-0.2,0.1,0.6
CCOC(=O)N1CCN(c2ccnc3cc(Cl)ccc23)CC1,-4.4,1,1,-1.8,-3,-1.6,0.4,-405,-1.0,-1.6,-2.8
COc1ccc(OCC(=O)OC2CCCN(C)C2)cc1 (stereo not drawn),-0.9,-1,-2,-0.6,-1,-1.4,1.1,-1,0.2,-0.9,1.2
FC(F)(F)c1nnc(Nc2ccc(Cl)cc2)s1,-1.6,-5,-4,-1.1,-1,-2.8,0.3,-3,-1.2,-3.5,.
CNC(=O)c1ccsc1NC(=O)C1CCN(S(=O)(=O)c2ccc(Cl)s2)CC1,-3.1,9,-10,-1.5,-2,1.6,-1.1,-1,-3.2,-3.0,-2.0
Cc1ccc(-c2ccccc2)n1-c1ccc(C(=O)O)cc1,0.9,3,-28,-1.6,-2,-3.8,2.8,-13,0.1,-1.2,-0.8
Cc1ccc2cc3c(N)c4c(C)ccc(C)c4nc3nc2c1,1.8,8,-4,-0.2,4,-8.2,4.0,-102,-0.4,0.7,-1.3
CCN(CC)C(=O)COc1ccc(-c2ccccc2)cc1,2.2,-3,-7,-0.4,-2,0.1,4.2,0,-0.2,5.3,0.1
COCc1cc(C)n(CC(=O)Nc2ccccc2OC)c(=O)c1C#N,-1.2,2,6,-1.0,-3,-1.8,1.4,2,-0.1,-0.5,1.4
COc1cc(NC(=O)Nc2nc(C(N)CCc3ccccc3)cs2)cc(OC)c1OC (stereo not drawn),0.8,-5,-7,-1.5,-1,0.8,-0.6,2,-0.9,2.1,.
C=CSc1sc(Cl)c(N(CC)CC)c1[N+](=O)[O-],-0.5,-18,-1,-1.7,3,-0.5,1.9,-1,-0.5,-0.6,.
O=C(Cc1coc2ccc3ccccc3c12)N1CCN(c2ncccn2)CC1,-2.3,-5,-19,-1.8,-2,-2.5,-0.7,-13,-0.5,0.6,1.4
OC(CN1CCN(c2ccccc2)CC1)c1ccc2c(c1)CCN2 (stereo not drawn),1.0,2,4,-0.8,-1,1.3,0.1,-2,-1.2,0.1,-0.6
O=C1CCN(Cc2ccccc2)CCN1[C@H](COc1ccccc1)c1ccccc1,2.5,-1,-2,-2.0,0,-1.9,0.8,-1,0.2,-1.9,-0.5
COCCN(C(=O)CSc1nnc(-c2ccco2)n1C)c1c(N)n(CC(C)C)c(=O)[nH]c1=O,-0.4,-2,15,-0.3,0,2.3,2.6,-7,-2.3,-2.3,0.2
COc1ccccc1N=C1SCC(=O)N1Cc1ccco1,-1.8,11,-1,-1.1,-4,0.1,-2.1,2,-0.2,-1.3,3.3
O=C(Nc1cnc2ccccc2c1)c1ccco1,7.1*,1,1,0.4,3,-1.8,0.6,0,3.1,15*,0.1
CC1(C)CC2(CC(c3ccc(F)cc3)c3ccc(O)cc3O2)NC(=S)N1 (stereo not drawn),-1.6,-3,14,-1.9,-5,1.4,-8.0,-5,-0.2,-3.3,-0.5
COc1ccc(S(C)(=O)=O)cc1S(C)(=O)=O,-0.8,-7,14,-1.7,-3,-1.9,-1.5,8,-0.4,0.6,-1.5
CC(OC(=O)c1ccc2c(c1)C(=O)N(Cc1ccncc1)C2=O)C(=O)Nc1cccc(Cl)c1Cl (stereo not drawn),2.8,1,1,-1.3,-3,-1.4,0.3,0,0.2,-1.1,0.9
CC(C)(C)Nc1nc(Cl)nc(NC(C)(C)C)n1,-2.5,5,23*,-1.6,0,0.1,0.5,0,0.2,0.7,-2.3
C=C(C)Cn1c(SCC(=O)N/N=C(\C)c2ccc(Br)cc2)nnc1-c1ccc(Br)cc1,-1.8,0,11,-0.8,-4,.,.,-5,-0.3,-2.9,.
Cc1csc2nc(O)c(C(=O)NCC3CCCO3)c(=O)n12 (stereo not drawn),1.2,-6,-1,-1.0,0,-0.2,-2.5,-7,0.9,-2.1,1.6
CCN(CC(=O)Nc1c(F)cccc1F)C(=O)CNC(=O)c1ccc2c(c1)OCO2,1.1,1,2,-0.1,-1,-1.8,0.6,-4,0.2,2.5,0.8
CC(C)CC1C(=O)N(Cc2cn(CC3CCCCC3)nn2)CCS(=O)(=O)N1Cc1ccc(-c2ccc(F)nc2)cc1 (stereo not drawn),1.0,1,-17,-1.3,-3,-1.4,-1.5,3,-0.2,-2.6,0.6
Cc1ccc(-c2nnc(N3CCN(S(C)(=O)=O)CC3)c3ccccc23)cc1,-3.4,0,-7,-1.3,-2,0.5,0.0,-2,-1.2,-1.4,-0.8
Cc1nc2ccccn2c1-c1csc(Nc2cccc(C(=O)O)c2)n1,-0.2,-5,12,-1.1,-1,-7.3,3.5,-16,-0.4,-2.5,0.1
COc1ccccc1NC(=O)C(=O)NNC(=O)c1ccco1,-0.9,0,3,-0.5,-1,-1.7,0.5,3,0.9,3.1,-0.3
COc1cccc(OC)c1C(=O)NC(=S)NCc1ccco1,-0.1,-2,2,-1.1,-1,-0.8,2.9,-5,-0.7,-2.3,0.4
CC[C@@H](C)[C@H](NC(=O)Cc1c(C)c2cc3c(C)c(C)oc3c(C)c2oc1=O)C(=O)O,-1.4,1,-8,-1.4,0,2.6,1.6,-427,-0.1,1.4,0.4
O=C(OC1CCOC1=O)c1cc(Cl)ccc1[N+](=O)[O-] (stereo not drawn),1.4,-4,14,-1.7,-3,0.3,0.8,-6,-0.5,-2.6,-0.5
COc1ccc(C(=O)N=C2SC3CS(=O)(=O)CC3N2c2ccc(C(C)=O)cc2)cc1 (stereo not drawn),-1.2,7,3,-0.8,-2,-0.1,1.1,-4,-0.2,0.5,0.6
C[C@@H]1COc2cc(NCCCN3CCOCC3)ccc2S(=O)(=O)N1,1.2,-5,7,-0.6,-3,-0.7,.,-1,-0.6,-0.1,.
CC(C)OCCCNC(=O)c1sc(=S)n(C)c1N,-1.2,2,6,-0.2,5,-1.8,3.6,4,0.5,-0.6,2.1
Cc1ccc(NC(=O)CSc2nc3nn(-c4ccccc4)c(=O)c-3c3n2CCCCC3)cc1F,-0.5,1,-11,-1.0,0,-1.5,-0.2,-8,0.3,0.3,-0.9
COc1ccc(NC(=O)CSc2nnc(CNc3ccc(C)cc3)n2C)cc1,-0.4,0,-2,0.3,-1,-1.5,0.8,3,-0.3,1.2,-2.2
CC(=O)Nc1c2c(nn1-c1ccccc1C)CSC2,-1.2,-2,5,-1.0,-1,-1.9,1.5,-7,2.2,-0.6,-0.5
COc1ccc(NC(=O)C2CC(=O)N(c3ccccc3C)C2)c(OC)c1 (stereo not drawn),-0.8,3,4,-0.5,7,-1.7,1.1,0,0.2,-0.6,-1.4
O=C(CSc1nc(-c2ccc(Cl)cc2)[nH]c(=O)n1)Nc1cccc(Cl)c1,-0.1,-4,-15,-1.3,2,1.4,1.6,-11,-0.4,-0.6,.

# As a short view, six of the compounds above.
SMILES,hcDAF12 agonist,NR1D1 modulator,HGIII-sPLA2 inh,ssDAF12 agonist,SMARCA2 act,PG9 binder,GAA850 FXN act,PLC-beta3 inh,DAX1 inh-1,hgDAF-12 ag,DAX1 inh-2
CC(C)OCCCNC(=O)c1sc(=S)n(C)c1N,-1.2,2,6,-0.2,5,-1.8,3.6,4,0.5,-0.6,2.1
Cc1ccc(NC(=O)CSc2nc3nn(-c4ccccc4)c(=O)c-3c3n2CCCCC3)cc1F,-0.5,1,-11,-1.0,0,-1.5,-0.2,-8,0.3,0.3,-0.9
COc1ccc(NC(=O)CSc2nnc(CNc3ccc(C)cc3)n2C)cc1,-0.4,0,-2,0.3,-1,-1.5,0.8,3,-0.3,1.2,-2.2
CC(=O)Nc1c2c(nn1-c1ccccc1C)CSC2,-1.2,-2,5,-1.0,-1,-1.9,1.5,-7,2.2,-0.6,-0.5
COc1ccc(NC(=O)C2CC(=O)N(c3ccccc3C)C2)c(OC)c1 (stereo not drawn),-0.8,3,4,-0.5,7,-1.7,1.1,0,0.2,-0.6,-1.4
O=C(CSc1nc(-c2ccc(Cl)cc2)[nH]c(=O)n1)Nc1cccc(Cl)c1,-0.1,-4,-15,-1.3,2,1.4,1.6,-11,-0.4,-0.6,.
